# ABCB6 inh 2 = blocks the human ABCB6 transporter; K562-ABCB6 porphyrin accumulation, flow cytometry, 1 h; stronger effect = lower value; fluorescence ratio to DMSO, % at 10 µM; 360,000 tested, 0.19% active; AID 602162;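 active means fluorescence ratio to DMSO below 75%, the collection mean minus 3 SD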;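 further: signal is porphyrin accumulated inside mitochondria; 100% equals median channel fluorescence of DMSO control wells; lower ratio means ABCB6 inhibition with less porphyrin fluorescence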
# H9c2 protect = myocardial damage modulation in H9c2 cells; H9c2 cardiomyocytes, H2O2 injury protection, ATPLite, 2 h; protection from H2O2 cell death, % at 20 µM; 360,000 tested, 0.63% active; AID 588492;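 active means compounds giving at least 50% protection of heart cells from peroxide-induced death in the single-dose screen, raw or plate-pattern-corrected value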;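 further: 0% = DMSO wells with peroxide and 100% = DMSO wells without peroxide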
# ABHD5 PLIN5 PPI = blocks binding of human ABHD5 to perilipin-5; Q00G26+Q8WTS1; Split G. princeps luciferase complementation, luminescence, 4 h; inhibition, % at 4 µM; 360,000 tested, 0.78% active; AID 602281;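 active means inhibition above the mean inhibition across every tested compound plus 3 SD, cut at about 22% in these data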;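 further: 0% = DMSO only wells and the 100% control is not disclosed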
# MC4R antag cAMP = human MC4R antagonism in cAMP assay; P32245; MC4R-expressing cells, MTII-stimulated cAMP, LANCE TR-FRET; inhibition, % at 6.5 µM; 360,000 tested, 0.48% active;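 active means inhibition above its plate's cutoff, the mean of tested wells on that plate plus 3 SD, cut at about 29% in these data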;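 further: 0% = Melanotan II alone and 100% = Melanotan II plus saturating MCL0020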
#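 material = U2OS cells stably expressing human melanocortin 4 receptor (MC4R) | also added = Melanotan II challenge | dosing = single nominal compound dose of 6.5 µM | detection = TR-FRET with Eu-cAMP and labeled anti-cAMP, 671 nm | replication = singlicate | timing = compound 30 min, challenge 1 h, detection 1 h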
# Exocytosis inh = blocks lytic granule exocytosis; inhibition, % at 10 µM; TALL-104 LAMP-1 surface exposure, flow cytometry; cells stimulated with thapsigargin and PMA; AID 651702; 360,000 tested, 0.66% active;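 active means inhibition above about 55%, limit read from the data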
# PDI inh = blocks human protein disulfide isomerase activity; P07237; PDI insulin aggregation turbidity, A650, 90 min; inhibition, % at 10 µM; 350,000 tested, 0.052% active; AID 588391;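 active means mean inhibition across replicates of 30% or more, whatever share of single replicates reach that level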;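 further: absorbance from insulin aggregation driven by PDI reduction with DTT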
# Target sequence (P07237 whole entry, looked up): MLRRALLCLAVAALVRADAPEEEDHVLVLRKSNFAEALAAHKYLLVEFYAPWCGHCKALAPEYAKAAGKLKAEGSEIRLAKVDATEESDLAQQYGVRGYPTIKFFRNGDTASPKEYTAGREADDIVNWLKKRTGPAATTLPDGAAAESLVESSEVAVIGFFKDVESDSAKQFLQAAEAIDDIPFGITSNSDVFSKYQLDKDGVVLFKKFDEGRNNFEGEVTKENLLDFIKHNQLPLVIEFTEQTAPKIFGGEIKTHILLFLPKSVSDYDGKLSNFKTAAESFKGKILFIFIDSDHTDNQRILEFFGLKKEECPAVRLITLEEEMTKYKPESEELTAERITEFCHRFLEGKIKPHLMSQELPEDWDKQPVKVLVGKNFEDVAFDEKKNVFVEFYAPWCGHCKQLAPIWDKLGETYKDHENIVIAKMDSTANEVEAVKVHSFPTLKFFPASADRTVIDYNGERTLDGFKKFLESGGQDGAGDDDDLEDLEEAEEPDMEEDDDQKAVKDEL
# N-glyco inh = N-linked glycosylation inhibition. 360,000 tested, 0.23% active. reporter increase, % at 12.5 µM. AID 588692. D54 ERlucT glycosylation luciferase reporter, 24 h; percent of 100 nM tunicamycin response;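 active means mean luciferase reporter signal, scaled so untreated is 0 and the glycosylation-blocking control 100, at or above a set limit in every replicate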;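 further: luciferase carries N-glycosylation sites so blocking glycosylation raises the light; 0% = median of neutral control wells and 100% = median of 100 nM tunicamycin wells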
# CaV13 FRET inh = Disruptors of the CACNA1D IQ motif to Ca2+-dependent inactivation inhibitor domain association, primary screening, Förster resonance energy transfer in intact living …. HEK cells, CFP/YFP FRET ICDI-IQ, plate reader, 10 min; percent FRET-ratio fall versus neutral wells. inhibition, % at 12.3 µM. 340,000 tested, 0.098% active. AID 743397;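 active means mean replicate inhibition of at least 30% and at least 1% of replicates passing that level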;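 further: 0% = median of the neutral control wells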
# m5-HT2A agonist = agonists of mouse serotonin 5-HT2A receptor (HTR2A). P35363. CHO-K1 mHTR2A beta-arrestin complementation, luminescence; percent of 30 µM serotonin response. activation, % at 7.6 µM. 360,000 tested, 0.66% active. AID 624169;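 active means activation above a run cutoff, the mean activation of all tested compounds plus 3 SD, cut at about 14% in these data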;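 further: 0% = plate median of compound wells and 100% = 30 µM serotonin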
# Target sequence (P35363 whole entry, looked up): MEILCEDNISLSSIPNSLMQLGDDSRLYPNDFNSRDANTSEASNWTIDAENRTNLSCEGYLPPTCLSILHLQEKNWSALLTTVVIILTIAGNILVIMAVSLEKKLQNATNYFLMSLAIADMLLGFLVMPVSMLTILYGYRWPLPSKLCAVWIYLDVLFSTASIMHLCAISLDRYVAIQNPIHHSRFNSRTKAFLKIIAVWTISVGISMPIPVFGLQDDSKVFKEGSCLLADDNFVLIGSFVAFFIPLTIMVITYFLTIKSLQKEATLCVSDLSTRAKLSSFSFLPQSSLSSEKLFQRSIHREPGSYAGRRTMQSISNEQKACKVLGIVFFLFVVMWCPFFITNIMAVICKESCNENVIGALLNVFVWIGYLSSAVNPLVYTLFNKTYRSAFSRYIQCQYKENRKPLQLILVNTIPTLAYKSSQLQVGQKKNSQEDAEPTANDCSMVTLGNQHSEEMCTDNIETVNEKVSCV
# MC4R barr agon = human MC4R agonism via beta-arrestin | P32245 | 360,000 tested, 0.98% active | U2OS MC4R beta-arrestin complementation, luminescence; percent of melanotan II response, DMSO zero | AID 540308 | activation, % at 8.9 µM;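 active means activation above a per-plate cutoff, the mean activation of sample wells on that plate plus 3 SD, cut at about 8% in these data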
# * = called active by the depositor; x = no result given.
SMILES,ABCB6 inh 2,H9c2 protect,ABHD5 PLIN5 PPI,MC4R antag cAMP,Exocytosis inh,PDI inh,N-glyco inh,CaV13 FRET inh,m5-HT2A agonist,MC4R barr agon
CN(c1ccccc1)S(=O)(=O)c1ccc(Cl)c(C(=O)Nc2nc3ccccc3[nH]2)c1,97,6,-2,-1,0,2,-9,-3,-7,-3.0
NS(=O)(=O)c1ccc(CCNC(=O)CCC2COc3ccccc3O2)cc1 (centres undefined),98,5,2,1,-1,5,0,0,-3,-1.4
CN(C)S(=O)(=O)c1ccc(C(=O)NCC(=O)N/N=C/c2ccccc2)cc1,101,3,3,5,-4,-18,-1,0,0,-2.9
CCN1C(=NCCOC)N[C@@H](c2cccc(C(F)(F)F)c2)C(C(=O)OC)=C1C,93,7,2,5,34,3,-1,-10,1,-0.5
COc1ccc(CCN2CN(S(=O)(=O)c3ccccc3)c3nc4ccccc4nc32)cc1OC,96,0,-6,7,-1,0,-3,-6,1,-1.8
Cc1ccc(-c2cc(-c3cccs3)[nH]n2)c(O)c1,103,-13,-11,1,-10,1,-8,0,-3,2.3
CCCCOc1ccc(C2OC34CCCCC3C(C#N)(C#N)C2(C#N)C(=N)O4)cc1 (centres undefined),97,6,-3,-4,1,-6,1,x,-4,-1.6
Cc1ccc(C)[n+](CC(=O)c2ccc(-c3ccccc3)cc2)c1,101,-18,14,-3,11,4,-4,-2,-3,5.0
Cc1cc(N)n(-c2ccc(S(=O)(=O)N3CCCC3)cc2[N+](=O)[O-])n1,96,-4,-2,-4,-2,3,0,-6,-7,-0.8
CCCc1nc(SCC(=O)N2CCOCC2)c2c(C)c(C)sc2n1,96,-1,13,-7,7,4,0,-4,1,0.8
CCCN(CCC)S(=O)(=O)c1ccc(Cl)c([N+](=O)[O-])c1,103,-9,2,41*,1,-11,-1,-5,-1,-3.9
Cc1nnc(-c2cnn(C)c2N)n1Cc1ccccc1,92,-4,-1,4,6,-4,0,-5,-1,-1.4
Cc1cc(=O)oc2cc(Oc3ccc([N+](=O)[O-])cc3[N+](=O)[O-])ccc12,102,-21,8,-2,4,1,11,-3,-1,-3.3
CC1=NN(c2ccccc2)C(=O)C1N=Nc1ccccc1 (centres undefined),102,-10,4,9,-2,8,-4,-5,-1,0.9
O=C(CC1CCCCC1)NCc1ccccn1,98,-1,4,6,0,7,1,-4,-2,-1.9
Cn1c(C(=O)N2CCCC(Nc3ccc(F)cc3)C2)cc2ccccc21 (centres undefined),99,0,-2,4,-2,11,3,-6,3,-1.7
CCn1c(=O)c([N+](=O)[O-])c(NCc2ccco2)c2ccccc21,106,-5,-12,-2,2,1,1,-4,-1,-1.5
CCn1cc(/C=C(\NC(=O)c2ccccc2)C(=O)NCCCn2ccnc2)c2ccccc21,106,12,4,3,10,-10,4,-5,3,0.1
CCCCCC(=O)Nc1nnc(CCc2ccccc2)s1,94,-2,0,-4,-7,6,0,-5,-4,-0.7
Cc1c(NC(=O)CCCOc2ccccc2)cccc1[N+](=O)[O-],93,-2,-4,4,-1,-7,0,0,-4,-1.7
COc1ccc(OC)c(C(C)NC(=S)Nc2ccc(S(=O)(=O)Nc3ncccn3)cc2)c1 (centres undefined),98,7,-2,9,-6,-1,0,-5,-3,-1.1
COc1ccccc1/C=N/NC1=NCCCCC1,90,1,4,11,-5,10,0,x,5,0.6
O=C(COc1ccc(Br)cc1Cl)NC(=O)NCc1ccccc1,94,-9,-4,9,-1,2,3,-1,-3,0.3
CCOCCc1nn2c(=O)cc(CSCC(=O)Nc3cc(C)cc(C)c3)nc2s1,96,-1,6,12,-8,2,-2,-3,3,-1.0
CCSc1nc2ccccc2c(=O)n1Cc1ccc(F)cc1,95,-1,-9,2,0,-4,-2,3,-4,-0.8

# 13 compounds already listed, arranged by count of non-hydrogen atoms, lowest first.
SMILES,ABCB6 inh 2,H9c2 protect,ABHD5 PLIN5 PPI,MC4R antag cAMP,Exocytosis inh,PDI inh,N-glyco inh,CaV13 FRET inh,m5-HT2A agonist,MC4R barr agon
O=C(CC1CCCCC1)NCc1ccccn1,98,-1,4,6,0,7,1,-4,-2,-1.9
Cc1ccc(-c2cc(-c3cccs3)[nH]n2)c(O)c1,103,-13,-11,1,-10,1,-8,0,-3,2.3
CCCN(CCC)S(=O)(=O)c1ccc(Cl)c([N+](=O)[O-])c1,103,-9,2,41*,1,-11,-1,-5,-1,-3.9
CC1=NN(c2ccccc2)C(=O)C1N=Nc1ccccc1 (centres undefined),102,-10,4,9,-2,8,-4,-5,-1,0.9
CCSc1nc2ccccc2c(=O)n1Cc1ccc(F)cc1,95,-1,-9,2,0,-4,-2,3,-4,-0.8
CCn1c(=O)c([N+](=O)[O-])c(NCc2ccco2)c2ccccc21,106,-5,-12,-2,2,1,1,-4,-1,-1.5
CCCc1nc(SCC(=O)N2CCOCC2)c2c(C)c(C)sc2n1,96,-1,13,-7,7,4,0,-4,1,0.8
Cc1cc(=O)oc2cc(Oc3ccc([N+](=O)[O-])cc3[N+](=O)[O-])ccc12,102,-21,8,-2,4,1,11,-3,-1,-3.3
CN(C)S(=O)(=O)c1ccc(C(=O)NCC(=O)N/N=C/c2ccccc2)cc1,101,3,3,5,-4,-18,-1,0,0,-2.9
CCN1C(=NCCOC)N[C@@H](c2cccc(C(F)(F)F)c2)C(C(=O)OC)=C1C,93,7,2,5,34,3,-1,-10,1,-0.5
CCOCCc1nn2c(=O)cc(CSCC(=O)Nc3cc(C)cc(C)c3)nc2s1,96,-1,6,12,-8,2,-2,-3,3,-1.0
CCCCOc1ccc(C2OC34CCCCC3C(C#N)(C#N)C2(C#N)C(=N)O4)cc1 (centres undefined),97,6,-3,-4,1,-6,1,x,-4,-1.6
COc1ccc(OC)c(C(C)NC(=S)Nc2ccc(S(=O)(=O)Nc3ncccn3)cc2)c1 (centres undefined),98,7,-2,9,-6,-1,0,-5,-3,-1.1

# The main list resumes, repeating the 2 entries before the break.
SMILES,ABCB6 inh 2,H9c2 protect,ABHD5 PLIN5 PPI,MC4R antag cAMP,Exocytosis inh,PDI inh,N-glyco inh,CaV13 FRET inh,m5-HT2A agonist,MC4R barr agon
CCOCCc1nn2c(=O)cc(CSCC(=O)Nc3cc(C)cc(C)c3)nc2s1,96,-1,6,12,-8,2,-2,-3,3,-1.0
CCSc1nc2ccccc2c(=O)n1Cc1ccc(F)cc1,95,-1,-9,2,0,-4,-2,3,-4,-0.8
Cc1ccc(OCC(O)Cn2c(=N)n(Cc3ccccc3)c3ccccc32)cc1 (centres undefined),95,-21,10,-1,15,-4,4,-4,-8,5.9
CCC(C)c1ccc(S(=O)(=O)N2CC(=O)Nc3ccccc32)cc1 (centres undefined),100,-5,0,14,3,12,-1,-4,-2,0.2
CC1=C(C(=O)N(C)C)CC(CC(=O)NCCN2CCOCC2)C(=O)N1Cc1ccc(C(C)(C)C)cc1 (centres undefined),99,-4,7,2,-1,21,2,-2,5,-1.4
COc1ccccc1/C=C/C=N/n1c(C)nnc1C,100,-8,6,14,1,-4,1,-5,2,-2.8
Cc1cccc(C)c1NC(=O)CN(C)C(=O)/C=C/c1cccs1,100,0,0,8,-2,1,2,-7,-2,0.5
CC1(C)C(=O)N(c2ccccc2)C(=O)c2ccccc21,105,-2,-7,10,11,-4,1,-3,0,-0.9
COc1ccccc1N1CCN(Cc2ccco2)CC1,92,-5,3,0,-4,1,1,-5,-2,-0.8
COC(=O)C(C)NC(=O)C12CC3CC(CC(C3)C1)C2 (centres undefined),99,3,-1,-4,0,-5,1,x,1,-0.8
CCCc1cc(=O)[nH]c(SCC(=O)N2CCc3ccccc3C2)n1,101,14,-4,6,-4,-7,-1,-6,0,-0.8
CCSc1nc2c(c(=O)[nH]1)C(c1ccncc1)C(C(=O)OC(C)C)=C(C)N2 (centres undefined),98,1,-1,3,-1,-10,0,-5,3,-3.4
COc1ccc(N2C(=NC(=O)C3CCCCC3)SC3CS(=O)(=O)CC32)cc1 (centres undefined),92,-1,8,15,-6,11,2,-5,3,-1.4
O=C(O)Cc1ccc(O)c(O)c1,104,-6,-2,-3,-4,-3,-2,-4,6,-1.6
Clc1ccc(CNc2ccccn2)cc1,97,0,-2,-1,-1,-5,-1,8,-1,-0.8
COc1cccc(COc2cc3ccccc3nc2C)c1,101,-14,-6,6,1,3,-5,-3,1,3.4
O=C(Nc1cccc(S(=O)(=O)N2CCOCC2)c1)c1ccc(=O)[nH]c1,100,1,-10,-3,5,3,0,-8,5,-0.1
C1CCC(c2nn3c(-c4n[nH]c5c4CCC5)nnc3s2)CC1,89,-4,-1,-4,1,5,-6,-2,4,-1.4
CC(=O)Nc1sc2c(c1C(c1ccccc1)N1CCOCC1)CCCC2 (centres undefined),97,7,1,17,-1,-3,1,x,4,-0.5
CCSc1nnc(NC(=O)c2ccccc2)s1,85,8,-2,2,-1,-8,-3,-3,1,-1.6
CCCS(=O)(=O)N1CCCC(C(=O)NCCN(C)Cc2ccccc2)C1 (centres undefined),98,10,3,2,-1,3,1,x,1,0.3
CCN1CCN(C(=O)CCN2C(=O)c3ccccc3C2=O)CC1,100,-1,-12,0,1,-15,-1,1,0,-1.2
COc1cc2c(C(=O)O)c(C)n(C)c2c2ccccc12,109,6,-5,17,3,8,2,-3,4,0.4
CCCCCCCCOC1OC(CO)C(O)C(O)C1NC(C)=O (centres undefined),93,-1,0,2,3,6,3,x,-2,0.1
Cc1csc(SCC(=O)NC2CCC(C)CC2)n1 (centres undefined),102,4,6,9,-1,-3,-2,-16,-7,-1.1
O=C1C=C(NC2=CC3OC(c4ccccc4)OCC3OC2=O)CCC1 (centres undefined),98,-4,26*,21,2,8,-3,-4,-2,-3.6
Cc1ccc(-n2nnnc2-c2ccccc2)cc1,101,-3,-3,12,1,-5,3,-4,-2,-0.8
COc1ccc(OCCCC(=O)OC(C)C(=O)Nc2ccc(S(N)(=O)=O)cc2)cc1 (centres undefined),86,-5,5,0,-1,-8,0,-7,2,0.0
C[C@H](CO)N1C[C@H](C)[C@H](CN(C)C(=O)c2ccccc2F)Oc2ncc(Br)cc2C1=O,103,0,5,5,-3,-1,3,-17,4,-0.1
CCCN(CC(=O)Nc1ccccc1C)C(=O)C1CC(=O)N(c2ccccc2OCC)C1 (centres undefined),98,-3,-4,1,-6,-7,1,-7,6,-1.9
CNc1cc(CSC)nc(SCc2ccc(Cl)cc2Cl)n1,99,-19,-7,-15,45,-9,-7,-10,-4,-1.3
COc1ccc(CC(=O)NC(CC(=O)O)c2cccc([N+](=O)[O-])c2)cc1 (centres undefined),97,4,-1,5,2,1,3,-5,1,-1.3
